STAT3 activator = activators of IL-6 induced STAT3 signaling. U3A cells, IL-6 STAT3-luciferase reporter, luminescence; 100% = signal with IL-6 EC80 alone. activation (% of control), % at 5.6 µM. hit rate 0.91% among 190,000;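 active = activation above the screen-wide mean of compound activation plus 3 SD, cut at about 130% in these data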;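 also: 0% = background luminescence of wells with medium and substrate only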
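Material: STAT3-luciferase reporter U3A cells; Probe or stimulus: IL-6 (33 ng/mL); Incubation: compound pre-incubation 1 h before IL-6, then 6 h stimulation at 37 °C; Technique: luminescence from STAT3-driven luciferase reporter; Evaluation: % activation versus median of IL-6-stimulated wells; Controls: IL-6-only high control.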
SRC2 TRFRET art = counter-screen for PPARgamma SRC-2 recruitment agonists: TR-FRET artefact; hit rate 0.4% among 200,000; active compounds read high; TR-FRET ratio at 8 µM; AID 1049; in the data active = TR-FRET ratio above about 2000; also: inactives centre near 1500
PPARg SRC-1 ag = promotes SRC-1 coactivator recruitment by human PPARgamma; hit rate 0.41% among 200,000; AID 631; PPARgamma-SRC-1 coactivator recruitment biochemical assay; P37231; activation, % at 8 µM; in the data active = activation above about 19%;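 also: 0% = DMSO and 100% = reference agonist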
Target sequence (P37231 whole entry, looked up): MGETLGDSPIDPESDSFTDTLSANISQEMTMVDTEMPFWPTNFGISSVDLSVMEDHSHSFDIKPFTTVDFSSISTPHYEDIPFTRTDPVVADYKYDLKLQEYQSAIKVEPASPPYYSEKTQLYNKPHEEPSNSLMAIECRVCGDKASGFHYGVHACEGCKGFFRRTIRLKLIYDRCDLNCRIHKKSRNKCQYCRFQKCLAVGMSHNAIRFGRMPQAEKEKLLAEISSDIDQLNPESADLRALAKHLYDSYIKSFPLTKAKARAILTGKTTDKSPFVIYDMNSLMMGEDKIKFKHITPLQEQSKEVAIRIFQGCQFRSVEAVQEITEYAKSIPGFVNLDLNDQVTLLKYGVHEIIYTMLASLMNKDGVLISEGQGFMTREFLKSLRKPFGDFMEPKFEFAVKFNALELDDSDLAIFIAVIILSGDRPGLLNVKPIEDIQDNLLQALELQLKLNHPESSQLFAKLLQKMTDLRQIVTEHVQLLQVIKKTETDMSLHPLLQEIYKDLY
bIAP activator = increases bovine intestinal alkaline phosphatase activity | purified bovine IAP, CDP-star luminescence, 30 min; active compounds read high; fold of DMSO-control signal, blank-subtracted | activation factor at 20 µM | hit rate 0.17% among 200,000;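 active = activation factor of 2 or more at 20 µM, a signal rise over negative controls twice the positive control's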
TNAP act hi DEA = activators of human TNAP at high phosphate acceptor concentration; purified TNAP, CDP-star luminescence, 1 M DEA, 30 min; active compounds read high; 0 = EDTA background, 1 = DMSO-only activity; P05186; 200,000 tested, under 10 active; activation factor at 20 µM;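 active = activation factor at least 2 at 20 µM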
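Test system – human TNAP · Doses – 20 µM single point · Incubation – 30 min, room temperature · Signal – luminescent substrate turnover signal · Read-out basis – activation factor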
PPARg SRC2 recr = agonists of SRC-2 recruitment by human PPARgamma. P37231. PPARgamma LBD-SRC-2 recruitment, biochemical. activation, % at 8 µM. hit rate 0.34% among 200,000. AID 1032; in the data active = activation above about 22%;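 also: 0% = vehicle and 100% = reference agonist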
bIAP inhibitor = blocks bovine intestinal alkaline phosphatase activity | purified bovine IAP, CDP-star luminescence, 30 min | inhibition, % at 20 µM | 190,000 tested, under 10 active | AID 1019;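 active = over 50% inhibition of intestinal alkaline phosphatase at 20 µM in the single-dose screen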
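Assay system: bovine IAP enzyme; medium: DEA buffer 100 mM, pH 9.8, with MgCl2 1.0 mM, ZnCl2 0.02 mM; doses: 20 µM single dose; incubation: enzyme reaction for 30 min at room temperature; detection: CDP-star luminescence signal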
STAT3 blocker = STAT3 signaling inhibition. U3A cells, IL-6 STAT3-luciferase reporter, luminescence; host cell line lacks STAT1. AID 862. inhibition, % at 5.5 µM. hit rate 0.89% among 190,000;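 active = inhibition above the mean inhibition across all screened compounds plus 3 SD, cut at about 44% in these data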;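 also: 0% = DMSO only wells and 100% = 100 µM nifuroxazide control wells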
STAT1 inh = STAT1 signaling inhibition; NIH 3T3 STAT1-luciferase reporter, IFN-gamma, luminescence; hit rate 0.35% among 200,000; inhibition, % at 5.5 µM;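 active = inhibition above a set limit, the mean inhibition across all tested compounds plus 3 SD, cut at about 34% in these data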;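 also: 0% = IFN-gamma with DMSO and 100% = IFN-gamma with 300 µM nifuroxazide; values of inactives mirror those of a sister screen read the other way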
PPARg SRC3 recr = promotes SRC-3 coactivator recruitment by human PPARgamma. biochemical PPARgamma/SRC-3 coactivator recruitment assay. P37231. hit rate 0.26% among 200,000. activation, % at 8 µM. AID 731; in the data active = activation above about 23%;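 also: 0% = DMSO and 100% = reference agonist; some compounds past the cut are filed as inactive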
ROMK primary = human ROMK K+ channel modulation, primary screen; P48048; Tet-inducible ROMK, thallium flux fluorescence; actives lie on both sides; B-score at 10 µM; hit rate 2% among 130,000; AID 1918;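 active = signal ratio slope over the read window, or its plate-corrected B-score, at least 3 SD from the plate mean, either direction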;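 also: B-score of the F/F0 ratio slope over 7 to 12 s after thallium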
Target sequence (P48048 whole entry, looked up): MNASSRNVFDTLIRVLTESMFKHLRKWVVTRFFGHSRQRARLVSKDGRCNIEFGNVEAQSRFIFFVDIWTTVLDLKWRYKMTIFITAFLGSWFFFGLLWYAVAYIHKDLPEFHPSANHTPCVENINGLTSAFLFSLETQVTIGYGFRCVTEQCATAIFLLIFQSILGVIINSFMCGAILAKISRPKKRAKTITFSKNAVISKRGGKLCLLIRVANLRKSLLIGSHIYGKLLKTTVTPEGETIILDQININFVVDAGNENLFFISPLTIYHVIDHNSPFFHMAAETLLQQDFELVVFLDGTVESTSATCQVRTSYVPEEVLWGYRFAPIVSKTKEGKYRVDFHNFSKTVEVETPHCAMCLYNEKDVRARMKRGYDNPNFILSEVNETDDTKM
Active calls of the source: *; nt = not tested or not shown.

Each structure is followed by: STAT3 activator, SRC2 TRFRET art, PPARg SRC-1 ag, bIAP activator, TNAP act hi DEA, PPARg SRC2 recr, bIAP inhibitor, STAT3 blocker, STAT1 inh, PPARg SRC3 recr, ROMK primary
- O=C(Cn1cc([N+](=O)[O-])cn1)Nc1ccn(Cc2c(F)c(F)c(F)c(F)c2F)n1
  103, 1443, -2, 0.9, 1, -2, 14, -5, 1, 2, 0.3
- COc1ccc(C(=O)CSc2cc(C)nc(SCC(=O)c3ccc(C)cc3)n2)cc1
  90, 1771, 1, 0.9, 1, 8, 12, 13, 5, 6, -0.14
- CCN1C(=O)c2cccc3c(Cl)ccc(c23)C1=O
  83, 1561, 2, 1, 1, 12, -3, 24, -2, 2, 0.078
- CN1CCN(/C(=N\S(=O)(=O)c2ccc(F)cc2)c2ccccc2)CC1
  103, 1463, 1, 1, 1.1, 4, 4, -3, 3, 11, nt
- Cc1ccc(CNC(=O)CCS(=O)(=O)c2ccc(Br)cc2)cc1
  106, 1529, -2, 1.2, 1, -5, -20, -5, 1, -2, nt
- CCO[C@H]1OC(C(=O)NCc2nc3ccccc3[nH]2)=C[C@@H](C2CC2)[C@@H]1CCCO
  nt, 1603, 8, 1, 1.1, 5, -1, nt, -8, 1, nt
- N#Cc1cccnc1Nc1ccc(Cl)cc1
  85, 1774, 5, 1, 1.1, 18, 3, 22, -1, -3, -0.19
- S=c1[nH]nc(-c2cccs2)n1/N=C/c1c(Cl)cccc1Cl
  99, 1613, 4, 0.7, 0.9, 6, 28, 3, 1, 10, 0.55
- O=C(c1cccnc1)N(Cc1ccccc1)C1(C(=O)Nc2ccccc2)CCCCC1
  106, 1606, -4, 1, 1, 8, 0, -10, -1, -4, -0.17
- COc1ccc(C(C(=O)OC(C)CN(C)C)c2ccccc2)cc1 (centres undefined)
  103, 1576, -8, 1.1, 1, 1, -8, 1, -5, -3, nt
- CC(=O)Nc1ccc(C(=O)NC2CCCC2)cc1
  96, 1456, 3, 0.9, 1, 2, 10, 10, -4, -7, nt
- CCN(CC)C(=O)Cc1c(OC)ccc2cc(Br)ccc12
  107, 1631, 11, 1.2, 1.1, 3, -21, -1, 1, -1, -0.69
- Cc1ccccc1CS(=O)(=O)Cc1ccc(C(=O)NCCCN2CC(C)CC(C)C2)o1 (centres undefined)
  99, 1586, 5, 1, 1.1, 11, 4, 12, 0, 1, 0.36
- CN1CCN(CC(=O)O)CC1
  99, 1582, -6, 1, 1, 2, 4, 7, -6, -7, 0.19
- CCn1nnc(-c2ccccc2NS(=O)(=O)c2ccc(S(=O)(=O)N(C)C3CCCCC3)cc2)n1
  107, 1451, -3, 1, 1, -1, -2, -4, 1, 0, -0.86
- CC1CC(C)(C)N(C(=O)CSc2ccc(-c3ccc(F)cc3)nn2)c2ccccc21 (centres undefined)
  92, 1675, 7, 0.9, 1, 17, 9, 19, 8, 10, nt
- C/C=C/c1ccccc1OCc1ccc(C(=O)OC)o1
  95, 1616, 6, 0.9, 1.1, 2, 14, 7, 1, 2, nt
- Cn1c(-c2ccccc2)c(CCO)c2ccccc21
  96, 1559, 1, 1.1, 1, 6, -7, 8, 2, -2, nt
- c1coc(-c2nc3nc4ccccc4n3nc2-c2ccco2)c1
  106, 1540, 3, 0.9, 0.9, 7, 14, -7, 0, -2, 0.39
- COC(=O)CCc1sc(Nc2ccccc2)nc1-c1ccc(OC)cc1
  109, 1629, 2, 0.8, 1.1, 0, 18, -13, -42, 0, 0.067
- COc1ccc(-c2cc(=O)oc3cc(OCC(C)=O)ccc23)cc1
  108, 1590, 3, 1.1, 1.1, 1, -10, -7, -3, 2, -0.033
- N#Cc1ccccc1CN1C(=O)S/C(=C/c2cccn2-c2ccc(C(=O)O)cc2)C1=O
  100, 1357, 8, 0.9, 1, 7, 6, 1, 1, 3, 0.12
- C=CCNC(=O)c1ccccc1NC(=O)COc1ccccc1
  110, 1629, -6, 1.3, 1, -10, -26, -1, 6, 4, 0.51
- COC(=O)C1=C(N)N(c2ccccc2F)C2=C(C(=O)CC(C)(C)C2)C1c1ccc(OC)c(OC)c1 (centres undefined)
  100, 1546, -1, 1, 1, 0, 0, 9, 0, 6, 0.074
- CCOc1cccc(NC(=O)C2CC(=O)NC(=Nc3ccccc3)S2)c1 (centres undefined)
  104, 1520, 3, 0.9, 1, 8, 10, -1, -2, -2, -1.8
- CN(C)CCN(C(=O)c1ccc(S(=O)(=O)N(C)C)cc1)c1nc2cc3c(cc2s1)OCCO3
  104, 1691, 7, 1, 1, 12, 2, 2, -31, 0, 0.87
- CC1CCc2sc(C(=O)N/N=C/c3ccc([N+](=O)[O-])cc3)cc2C1 (centres undefined)
  95, 1503, 3, 0.9, 1, 5, 12, 7, 1, 3, nt
- CC1=CN2C(=N)/C(=C/c3cn(CCCOc4ccccc4C)c4ccccc34)C(=O)N=C2S1
  100, 1483, -2, 1, 1, 3, -3, -2, -1, 3, -0.72
- Cc1cc(C)n(CCc2nc3c4ccccc4n(CC#N)c(=O)n3n2)n1
  105, 1499, -3, 0.9, 1, 0, 7, 1, -7, -13, -0.1
- Cc1c(NC(=O)C2CCCNC2=O)c(=O)n(-c2ccccc2)n1C (centres undefined)
  100, 1533, 8, 1.1, 1.1, 17, -6, 5, -1, 1, nt
- S=C(NCc1ccccc1)N1CCn2cccc2C1c1cccnc1 (centres undefined)
  89, 1443, 5, 1.1, 1, -7, -6, 21, -4, -1, -0.54
- COc1ccc(NC(=O)c2n[nH]c(=O)c3ccccc23)cc1S(=O)(=O)N1CCCCC1
  94, 1683, -1, 0.9, 1, 1, 6, 6, 9, -3, nt
- CC(C)C(=O)Nc1nnc(SCC(=O)Nc2ccc3c(c2)OCCO3)s1
  102, 1459, 0, 1.1, 1, 3, -7, 2, 0, 3, -1.2
- O=C(CN1CCC(O)(c2ccc(F)cc2)CC1)NCc1ccc(F)cc1
  105, 1738, 8, 1.1, 1.1, 0, -6, -3, -4, 10, -0.83
- Cc1cc2c(cc1C)N(CC(=O)N1CCCC1)C(=O)CC(c1ccccc1)=N2
  101, 1703, 0, 1.1, 1, 0, -8, -1, -17, 3, -0.11
- NC(=O)c1cc(N2C(=O)C=CC2=O)ccc1Cl
  95, 1607, -3, 1, 1, -3, 5, 10, 2, -6, nt
- COc1ccc(CNC(=S)NCc2ccc(OC)cc2)cc1
  96, 1714, 1, 0.9, 1.1, 3, 15, 7, 2, 4, 0.87
- CCOC(=O)C1=C(O)/C(=C\c2ccc(CNS(=O)(=O)c3ccc(Br)cc3)o2)N=C1C
  100, 1508, 7, 0.9, 0.8, 1, 13, -2, 7, 1, -0.026
- CCOC(=O)C1=C(Cn2cnc3ccccc32)NC(=O)NC1c1ccc(Cl)cc1 (centres undefined)
  100, 1466, 5, 0.9, 0.9, 0, 6, 6, 12, 1, -0.16
- CCc1cc(C(=O)N=Nc2c(O)[nH]c3ccc([N+](=O)[O-])cc23)c2ccccc2n1
  98, 1498, -2, 0.9, 0.9, 3, 6, 0, 4, -1, -0.39

Reformatted as labelled records: entries from further up
COc1ccc(-c2cc(=O)oc3cc(OCC(C)=O)ccc23)cc1
  STAT3 activator: 108	SRC2 TRFRET art: 1590	PPARg SRC-1 ag: 3	bIAP activator: 1.1	TNAP act hi DEA: 1.1	PPARg SRC2 recr: 1	bIAP inhibitor: -10	STAT3 blocker: -7	STAT1 inh: -3	PPARg SRC3 recr: 2	ROMK primary: -0.033

N#Cc1ccccc1CN1C(=O)S/C(=C/c2cccn2-c2ccc(C(=O)O)cc2)C1=O
  STAT3 activator: 100	SRC2 TRFRET art: 1357	PPARg SRC-1 ag: 8	bIAP activator: 0.9	TNAP act hi DEA: 1	PPARg SRC2 recr: 7	bIAP inhibitor: 6	STAT3 blocker: 1	STAT1 inh: 1	PPARg SRC3 recr: 3	ROMK primary: 0.12

C=CCNC(=O)c1ccccc1NC(=O)COc1ccccc1
  STAT3 activator: 110	SRC2 TRFRET art: 1629	PPARg SRC-1 ag: -6	bIAP activator: 1.3	TNAP act hi DEA: 1	PPARg SRC2 recr: -10	bIAP inhibitor: -26	STAT3 blocker: -1	STAT1 inh: 6	PPARg SRC3 recr: 4	ROMK primary: 0.51

COC(=O)C1=C(N)N(c2ccccc2F)C2=C(C(=O)CC(C)(C)C2)C1c1ccc(OC)c(OC)c1 (centres undefined)
  STAT3 activator: 100	SRC2 TRFRET art: 1546	PPARg SRC-1 ag: -1	bIAP activator: 1	TNAP act hi DEA: 1	PPARg SRC2 recr: 0	bIAP inhibitor: 0	STAT3 blocker: 9	STAT1 inh: 0	PPARg SRC3 recr: 6	ROMK primary: 0.074

More records follow.
Each structure is followed by: STAT3 activator, SRC2 TRFRET art, PPARg SRC-1 ag, bIAP activator, TNAP act hi DEA, PPARg SRC2 recr, bIAP inhibitor, STAT3 blocker, STAT1 inh, PPARg SRC3 recr, ROMK primary
- Cc1[nH]c2ccccc2c1/C=N/Nc1nc(N2CCCCC2)nc(N2CCCCC2)n1
  92, 1596, 11, 0.8, 1, 2, 15, 12, 2, 2, 0.21
- CCCN(CC(=O)Nc1c(C)cccc1CC)C(=O)SCC
  113, 1492, -6, 1, 1, -5, 4, -9, 13, -10, -0.3
- CCOc1ccc(NC(=O)C(c2ccccn2)N(C(=O)CCl)c2ccc(F)cc2)cc1 (centres undefined)
  122, 1568, -3, 0.8, 0.9, -5, 18, -22, -7, 1, 0.53
- O=C(CCCC(=O)OCC(F)(F)C(F)F)Nc1nccs1
  100, 1406, -1, 0.9, 1, -9, 11, 8, 2, -2, -0.098
- Cc1cc(Cn2ccnc2)c(C)cc1Cn1ccnc1
  111, 1535, -4, 1.3, 1, 4, -31, -13, 4, 0, 0.24
- O=C(C1CCCN(S(=O)(=O)c2cnc[nH]2)C1)N(CCc1ccccc1)Cc1ccccc1 (centres undefined)
  92, 1648, 6, 1, 1, 7, 0, 14, 3, 1, nt

Bioassay records from PubChem.
